# KLF5 inhibitor: suppresses KLF5 promoter-driven expression | 0.23% of 290,000 active | AID 1700 | DLD-1 KLF5 promoter-luciferase reporter, luminescence | inhibition, % at 5 µM;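 active = inhibition above a per-plate limit of that plate's mean compound inhibition plus 3 SD, cut at about 60% in these data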;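 note: 0% = DMSO wells and 100% = LY294002 at 200 µM; higher means less KLF5 promoter-driven luciferase light; inactives centre near -14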
# aSyn UTR inh: 5' untranslated region of α-synuclein, MLPCN primary screen | AID 1813 | 0.82% of 300,000 active | alpha-synuclein 5'UTR reporter, inhibitor activity | inhibition, % (tested at 7.5 µM); in the data active = inhibition above about 60%; inconclusive = no clear call, values can overlap the other calls;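 note: H4 neuroglioblastoma cells stably carrying SNCA 5'UTR luciferase fusion; 0% = DMSO wells and 100% = positive control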
# HSF-1 act: increases HSF-1 driven luciferase reporter signal; NIH3T3-HGL HSF-1 luciferase reporter, MG132, 8 h; 100% = twice DMSO control signal; activation, % at 9 µM; 1.7% of 300,000 active; AID 504408;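 active = mean replicate activation of at least 50% with a set share of replicates each reaching 50%; inconclusive = only one of those two conditions met; inactive = mean below 50% and too few replicates reaching it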;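 note: 0% = median of the neutral control wells and 100% = twice that signal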
# Platelet DG rel: platelet dense granule release activity | inhibition, %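 (compounds screened at 7.5 µM in platelet-rich plasma)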 | AID 1663 | 0.22% of 300,000 active | human platelet-rich plasma, SFLLRN dense granule ATP release, luminescence;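 active = mean replicate score, as percent of positive control, at or above 50; inconclusive = mean below 50 but at least one replicate at or above 50; inactive = mean and every replicate below 50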
# SKKanGAS inh: SKKanGAS growth inhibition | S. pyogenes SKKanGAS, kanamycin growth, BacTiter-Glo, 6 h | inhibition, % at 7.5 µM | 1.3% of 300,000 active;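 active = mean replicate score, as percent of positive control median, at least 50; inconclusive = mean below 50 but one replicate at or above 50; inactive = mean and every replicate below 50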;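 note: strain carries kanamycin resistance gene driven by streptokinase promoter and grows in 40 µg/ml kanamycin; loss of luminescence reflects streptokinase promoter inhibition or plain growth inhibition; 0% = median of DMSO wells and 100% = positive control at its reference dose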
# AI-2 QS modul: Vibrio harveyi AI-2 quorum sensing modulation; Vibrio harveyi JMH597 AI-2 luminescence/OD600 ratio, 9 h; stronger effect = lower value; strain lacks LuxN and CqsS sensors; 0 = neutral-control median; activity change, % at 7.5 µM; AID 2094; 0.4% of 300,000 active; in the data active = activity change below about -75%, passing the limit was not always enough; inconclusive = no clear call, values can overlap the other calls;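 note: luminescence divided by OD600 gain over 9 h not by final OD600 alone; inactives centre near 13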
# HIF act: HIF pathway transcriptional activation; AID 1910; U2OS HRE-luciferase reporter, luminescence; normalized: DMSO 0%, desferrioxamine 100%; 0.32% of 300,000 active; activation, % at 7.5 µM (by protocol);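 active = mean activation of at least 10% of the iron chelator positive control signal, with at least half of replicates also reaching 10%; inconclusive = mean and replicate majority disagree about reaching 10%; inactive = mean and most replicates under 10%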
# HSP90 inh: HSP90 refolding inhibition in rabbit reticulocyte lysate. luciferase refolding luminescence, 3 h. inhibition, % at 5.6 µM. 0.91% of 290,000 active;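 active = inhibition above the screen-wide mean plus 3 SD, computed separately per campaign, cut at about 16% in these data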;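 note: 0% = DMSO wells and 100% = 60 µM geldanamycin wells; inhibitors lower the luminescence because luciferase stays unfolded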
# IEC-6 tox: IEC-6 cytotoxicity, counter-screen for KLF5 inhibitors. inhibition, % at 5 µM. 0.78% of 290,000 active. AID 1825. luminescence viability; in the data active = inhibition above about 22%;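 note: 0% = plate median of test compound wells and 100% = cytotoxic reference compound wells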
# HSF1 inh: HSF1 inhibition; NIH3T3-HGL HSE-luciferase, MG132-induced, luminescence 8 h; stronger effect = lower value; activity change, negative = inhibition, % at 7.5 µM (by protocol); 0.77% of 300,000 active; AID 2098;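 active = more than half of replicate wells show activity change below -50%, luminescence cut by over half; inconclusive = some wells, but at most half, below -50%; inactive = no replicate well below -50%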;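 note: luciferase reports HSF-1 transcriptional activity via heat shock element; 0% = median of DMSO wells and -100% = zero luminescence signal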
# Active calls of the source: *; ? = inconclusive; / = not tested or not shown. An unsorted share of the library; overall some 6% were active at least once.
# Below each compound – KLF5 inhibitor	aSyn UTR inh	HSF-1 act	Platelet DG rel	SKKanGAS inh	AI-2 QS modul	HIF act	HSP90 inh	IEC-6 tox	HSF1 inh
> COCCn1c(=NC(=O)c2cc3ccccc3oc2=O)sc2cc(S(N)(=O)=O)ccc21
  -22	-15	15	-7	7	14	-0.9	-4	-3	-5
> CC1CCN(CC(=O)NCc2ccco2)CC1
  20	20	16	2	1	/	-0.2	-8	2	-5
> Cc1cc(C(C#N)c2cccc(Cl)c2)n2ncnc2n1 (centres undefined)
  -13	-2	11	0	5	44	-0.5	2	3	-5
> COC(=O)CN1C(=O)[C@H]2[C@@H](/C=C/c3ccccc3)N3C(=O)CN(Cc4ccccc4)C(=O)[C@@]3(C)[C@H]2C1=O
  -7	1	-13	-3	1	13	0.0	-4	-4	0
> CC(=O)N/C(=N\OCc1ccccc1Cl)c1nonc1NC(C)=O
  -4	14	-25	-4	2	10	-0.1	3	4	-7
> Cc1cccc(OCC(O)Cn2c(N3CCCCC3)nc3c2c(=O)n(C)c(=O)n3C)c1 (centres undefined)
  -15	15	1	-5	-2	-4	1.1	5	0	-8
> CN(Cc1ccc(F)cc1)C(=O)CNC(=O)c1ccc2c(c1)OCO2
  /	-3	-19	8	-1	7	-0.9	/	/	1
> O=C(Nc1ccn(Cc2c(F)c(F)cc(F)c2F)n1)c1ccc(COc2cc(Cl)ccc2Cl)o1
  10	43	3	-5	8	5	-0.2	2	-3	9
> Cc1ccc(-c2nc(C#N)c(NCc3ccco3)o2)cc1
  -138	-145	28	-2	-3	-26	5.5	-4	-3	23
> N#CCc1ccc(NC(=O)c2ccccc2C(=O)Nc2ccc(CC#N)cc2)cc1
  -54	-13	4	8	-2	16	1.5	-5	-5	1
> CCCOc1cccc(C(=O)NC(=S)Nc2ccc(N3CCN(C)CC3)cc2)c1
  -34	-69	8	1	4	4	0.1	0	2	6
> Fc1ccc(-[n+]2nc(Nc3ccccc3)sc2-c2c3ccccc3cc3ccccc23)cc1
  10	3	23	0	57*	8	0.3	14	7	5
> CCOC(=O)C1=C(O)/C(=C/c2ccc(OCC(=O)O)c(OC)c2)SC1=Nc1ccc(OC)cc1
  7	6	4	1	21	36	0.3	-6	-6	-4
> C=CCn1c(SCc2ccc(C#N)cc2)nnc1-c1cccc(OC)c1
  -23	?	3	4	-6	0	0.2	0	0	10
> CC(=O)c1ccc(S(=O)(=O)NC2CC(=O)N(c3ccc(C)cc3)C2)cc1 (centres undefined)
  /	0	-14	16	-4	20	-0.4	/	/	1
> CCOc1ccc(NC(=O)Nc2ccc3c(c2)nc(C)n3C)cc1
  -30	-26	-11	0	5	3	0.6	2	2	4
> O=C(NCc1ccc2c(c1)OCO2)C1CC(=O)N(CCc2ccc(F)cc2)C1 (centres undefined)
  -7	17	-9	-4	-6	38	0.5	-3	-4	3
> COc1ccc(-c2nc(CS(=O)CC(=O)NCc3ccc(C)cc3)c(C)o2)cc1OC (centres undefined)
  5	3	-3	-4	1	44	0.4	0	2	5
> COc1ccccc1Oc1ccc(S(=O)(=O)N2CCOCC2)cc1S(=O)(=O)N1CCOCC1
  8	-9	4	7	6	12	-0.2	1	-4	0
> CCO[C@H]1OC(C(=O)O)=C[C@@H](c2cn(C(C)=O)c3ccccc23)[C@@H]1CCCO
  /	12	8	-1	3	-2	-0.1	/	/	-2
> CCOC(=O)C1=C(C)N=C(SC)N(C)C1c1ccccc1 (centres undefined)
  -6	2	14	0	-6	11	-0.1	0	-1	9
> CCN1CCCC1CN(Cc1cc2ccc(C)cc2[nH]c1=O)C(=S)Nc1cccc(OC)c1 (centres undefined)
  -32	-8	60*	-1	24	6	0.4	6	5	14
> CC(C)C1=NOC(C(=O)N2CCC(N3CCC(C(=O)N4CCOCC4)CC3)CC2)C1 (centres undefined)
  -11	-34	-6	-10	18	11	-0.1	2	-1	-11
> C=CCOc1ccc(CNc2ccc3[nH]c(=O)[nH]c3c2)cc1
  -3	-19	9	-3	1	45	0.3	-3	-8	1
> COc1ccc(CCNC(=O)C2CCC(=O)N(CCc3ccc(OC)cc3)C2)cc1 (centres undefined)
  -30	4	0	-5	-4	29	0.5	-4	-8	6
> CCNc1oc(COc2ccccc2F)nc1C#N
  -32	-50	-9	0	0	0	1.4	1	-5	0
> COc1cccc(NC(=O)CCNC(=O)N2CC(=O)Nc3ccccc32)c1
  -6	-22	13	1	-2	-19	1.7	-2	-2	1
> NS(=O)(=O)c1ccc(NC(=O)COc2ccc(S(=O)(=O)N3CCCC3)cc2)cc1
  -23	4	-8	13	1	28	0.0	-1	0	-11
> COc1cccc(/C=N/NC(N)=S)c1OCc1cccc(Cl)c1
  -14	6	10	1	-2	27	-0.3	1	-2	5
> Nc1n[nH]c(S(=O)(=O)CCCc2ccccc2)n1
  -8	-9	-34	-11	1	35	-0.4	-1	-4	-14
> COc1ccc(NC(=S)NCCSc2ccc(C)cc2)c(OC)c1
  -14	-15	0	5	-6	-4	-1.7	-3	0	-4
> COC(=O)c1ccc(C(=O)Nc2ccc3nc(-c4cccnc4)[nH]c3c2)cc1
  -17	26	-12	-1	20	10	1.2	-2	-6	5
> Cc1nn(-c2ccc(Cl)cc2Cl)c(C)c1C(=O)O
  -25	7	11	-1	2	-2	0.9	-1	7	1
> CN(C)c1ccc(C=Nc2ccccc2)cc1
  2	-18	-4	4	-2	19	/	1	1	-3
> O=C(Nc1ccccc1C(=O)NC1CCCCC1)c1ccccc1
  -10	-2	3	-3	-4	19	-0.7	3	-2	0
> O=c1cnnc(SCc2ccc([N+](=O)[O-])cc2)[nH]1
  -4	-22	21	2	/	20	0.2	-1	-9	12
> CCc1ccc(C)c(OC(=O)c2cncc(Br)c2)c1
  -26	2	-10	-5	4	21	-1.1	-2	-5	3
> CCn1cc(C(=O)N[C@@H](CCSC)C(=O)NCCCOC)c(=O)c2cc3c(cc21)OCO3
  -17	21	-3	10	4	5	-0.3	1	-6	-4
> CC(=O)Nc1cc(S(=O)(=O)C(F)(F)F)ccc1Cl
  -19	-7	-12	-2	4	18	1.7	7	1	-2
> CCn1c(SCC(=O)Nc2ccc(F)cc2F)nc2c(c1=O)SCC2
  -18	-1	10	8	3	24	-0.3	0	2	2
> CC(C)c1ccc(C(O)c2cnc(C(C)C)n2C)cc1 (centres undefined)
  19	-20	15	7	-1	11	1.1	0	-1	14
> Cc1cc(N=Cc2c(O)n(-c3cccc(Cl)c3)c(=O)c3ccccc23)no1
  -16	48	17	8	10	7	-0.2	0	0	0
> CC(Oc1ccc(Br)cc1)C(=O)Nc1ccc(N2CCOCC2)cc1N1CCOCC1 (centres undefined)
  /	4	3	4	6	-3	-1.5	/	/	-4
> O=C(c1ccccn1)C1CCCN(Cc2cn[nH]c2-c2cc3ccccc3o2)C1 (centres undefined)
  0	-8	13	-2	-3	-1	-0.1	-3	-3	8
> COC(C(=O)NCc1ccccc1C)c1ccccc1 (centres undefined)
  -22	4	-12	3	-3	21	-0.2	1	11	-3
> O=C(COc1ccccc1)NCC(=O)Nc1ccncc1
  /	-9	6	-4	-2	23	-22	/	/	-1
> Cc1cccc(N2C(=O)CC(Sc3nccc(C)n3)C2=O)c1 (centres undefined)
  -1	1	-13	-7	4	35	-1.2	-5	-10	-8
> COc1ccc(/C=C/C(=O)O)cc1S(=O)(=O)N1CCCCC1
  -14	8	6	-20	3	12	-0.5	4	4	10
> CCOC(=O)c1[nH]c2ccc(Br)cc2c1NC(=O)CCN1CCCC(C)C1 (centres undefined)
  -8	-24	18	30	-5	8	-0.5	-2	1	0
> Cc1cccc(OCC(=O)N(Cc2ccc(C)o2)C2CCS(=O)(=O)C2)c1 (centres undefined)
  -45	15	-11	-10	16	-27	-0.2	5	-4	-5
> Cc1ccc(-c2n[nH]c(=S)n2/N=C/C=C/c2ccccc2[N+](=O)[O-])cc1
  0	-8	2	0	10	9	-0.1	5	1	-4
> CCOc1ccc(C(c2c(C)[nH][nH]c2=O)c2c(C)[nH][nH]c2=O)cc1OCC
  11	0	11	2	3	23	0.3	-1	0	3
> COc1ccc2oc(C(=O)OCC(=O)NC3CCCC3)c(C)c2c1
  -45	-26	-1	5	47	40	0.9	-3	0	0
> O=C1NC(=O)/C(=C/c2cccc([N+](=O)[O-])c2)N1
  -16	11	22	1	7	15	-9.7	1	-6	2
> Cc1ccc(NS(=O)(=O)c2ccc(NC(=O)CN(c3cc([N+](=O)[O-])ccc3C)S(C)(=O)=O)cc2)c(C)c1
  7	21	26	-5	30	61	-0.6	6	-5	20
> COc1cc(C=C(c2nc3ccccc3s2)c2nc3ccccc3s2)ccc1O
  -3	-19	17	-6	18	34	0.1	-5	2	14
> CCOC(=O)CSc1nnc(-c2ccc(OC)cc2)n1CC
  10	7	8	0	-2	-4	0.1	1	-4	-2
> Cn1cc(CN2CCCC(CNS(=O)(=O)c3cccc4cccnc34)C2)cn1 (centres undefined)
  4	-5	-27	-18	4	17	0.1	0	2	-7
> O=C(N/N=C/c1ccc(OCCCF)cc1)c1ccc(C(F)(F)F)cc1
  6	0	-6	7	-8	21	-1.1	0	6	-3
> CCOC(=O)C1C(=O)NC(c2ccccc2)=NC1c1ccccc1 (centres undefined)
  -2	-1	6	-7	7	-12	-0.1	2	-6	-5

# (next part)
# Below each compound – KLF5 inhibitor	aSyn UTR inh	HSF-1 act	Platelet DG rel	SKKanGAS inh	AI-2 QS modul	HIF act	HSP90 inh	IEC-6 tox	HSF1 inh
> COc1cccc(CNc2ncn[nH]2)c1OCc1ccc(F)cc1
  -25	4	2	-15	-3	10	-0.5	2	3	1
> COc1ccc(CCN2C(=O)CC(NCCc3ccc(S(N)(=O)=O)cc3)C2=O)cc1OC (centres undefined)
  -9	11	-27	3	-6	3	-0.4	1	-6	-10
> COCCN1C(=O)/C(=C/c2ccc(N3CCCC3)cc2C)SC1=S
  -29	-41	9	6	/	21	-0.1	-2	-1	-7
> Nc1nnc(SCC(=O)c2ccccc2)s1
  -9	-22	4	0	-7	14	-0.5	2	0	-7
> Cc1ccc(S(=O)(=O)NC(C(=O)N2CCOCCOCCOCCOCC2)C(C)C)cc1 (centres undefined)
  -15	13	33	3	2	4	0.1	0	-5	6
> C/C=C/C=N/NC(=O)CN(c1ccc(Br)cc1)S(=O)(=O)c1ccccc1
  -22	-16	-4	-3	18	20	-0.1	-6	-5	5
> Cc1cc2cc(C(c3nnnn3Cc3ccccc3)N3CCc4ccccc43)c(=O)[nH]c2cc1C (centres undefined)
  2	23	-4	0	13	1	-0.2	2	5	1
> CC(=O)Nc1ccc(C(=O)OCC(=O)N2CCCC2)cc1
  -6	-7	-9	1	3	20	0.3	-2	5	-4
> CN1CCN(c2ccc(S(=O)(=O)N3CCCCC3)cc2NC(=O)Cc2ccccc2F)CC1
  2	15	-1	0	6	15	-0.5	-1	-4	-12
> NS(=O)(=O)c1ccc(NC(=O)c2ccc3c(c2)CCN3S(=O)(=O)c2ccccc2)cc1
  -3	27	0	-4	5	14	-0.5	-4	6	-1
